USP2a inh: qHTS Assay for Inhibitors of Ubiquitin-specific Protease USP2a Using CHOP2 as the Reporter; AID 463254, 2010; Ubiquitin carboxyl-terminal hydrolase 2 (Homo sapiens), O75604; Potency, µM (highest dose often 38.3 µM), inactives show at the highest dose activity change, negative = inhibition, usual class: inhibitors; 330,000 tested, 0.01% active; USP2 core, Ub-CHOP2 coupled fluorogenic reporter, 485/531;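 note: potency is the fitted concentration of half-maximal effect; plate controls were DMSO wells for no effect and full inhibition by NEM control for full effect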
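Cell-free coupled assay: 10nM USP2 core preincubated 30min RT with compound in Tris-HCl pH 8.0/CaCl2/CHAPS buffer, then 25nM Ub-CHOP2 and 25nM reporter substrate; fluorescence (Ex 485/Em 531) read after 60min RT, normalized to NEM inhibition, concentration-response curves fitted.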
BCR signal inh: qHTS Assay to Find Inhibitors of Chronic Active B-Cell Receptor Signaling; ABC-DLBCL IkBa-CBG/CBR reporter, luminescence ratio, 4 h; Potency, µM (doses to about 46.1 µM), without a hit: at the top dose ratio change, negative = lower green/red ratio, usual class: inhibitors; 340,000 tested, 0.05% active; AID 493014, 2011; active = well fitted inhibition curve with a large enough effect in the signal ratio, with a control signal flat, not every such curve was filed as active; inconclusive = small, poorly fitted or top-dose-only effect, or effect the other way, or a change in a side signal; the % refers to the signal ratio;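 note: potency is the fitted concentration of half-maximal effect; plate controls were basal doxycycline-induced cells for no effect and cells given 10 µM MG132 for full effect; MG132 reads +100%, hits lower the ratio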
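Concentration-response series (up to 46 uM) were applied to TMD8 dual-reporter cells for 4 h at 37C with doxycycline. Green/red ratio, after filter-overlap correction, defined %Activity; red signal alone was normalised to basal cells and zero luminescence.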
Eya2 inh: qHTS Assay for Inhibitors of the Phosphatase Activity of Eya2. Protein phosphatase EYA2 (Homo sapiens), O00167. Potency, µM (highest dose often 76.9 µM), for inactives: top-dose activity, negative = inhibition, usual class: inhibitors. 330,000 tested, 0.006% active. recombinant Eya2, OMFP fluorescence dephosphorylation (OMFP is methylfluorescein phosphate); note: potency is the fitted concentration of half-maximal effect
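Eya2 protein (added as 0.2 uM solution) was preincubated with compound for 10 min at ambient temperature in 50 mM HEPES pH 7.5, 50 mM NaCl, 5 uM MgCl2, 0.05% BSA, 1 mM DTT. OMFP (added at 50 uM) then reacted 10 min; fluorescence read at 485/525 nm.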
B2AR arrestin: qHTS assay of beta-arrestin-biased ligands of beta2-adrenergic receptor | beta-arrestin recruitment to beta2AR, cell-based reporter | Beta-2 adrenergic receptor (Homo sapiens), P07550 | Potency, µM (series often up to 46.1 µM), for the others: at the highest dose activation, hits mostly activators | 330,000 tested, 0.02% active;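 note: potency is the fitted concentration of half-maximal effect; 0% = DMSO controls and full agonism = EC100 isoproterenol or metaproterenol; nearly all actives have a fitted effect of over 65% in size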
Giardia kill: Small Molecules that selectively kill Giardia lamblia: qHTS | Giardia lamblia trophozoite viability | activity change, % at 7.66 µM, hits read low | 340,000 tested, 0.15% active | AID 540267, 2011; in the data active = activity change below about -80%; inconclusive = between about -30% and that limit;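 note: parasites exposed to compound for two days anaerobically before the ATP read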
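Media and compound were dispensed first, then trophozoites at 100 cells/well; plates sat 48 hrs at 37 deg C without oxygen before ATP luminescence reagent was added and read after 15-30 min at room temperature.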
GALK inh: qHTS Assay for Inhibitors of Human Galactokinase (GALK). P51570. Purified GALK, Kinase-Glo residual ATP luminescence. Potency, µM (series often up to 57.5 µM), without a hit: at the highest dose activity change, negative = inhibition, most hits filed as inhibitors. 270,000 tested, 0.007% active. AID 1868, 2009; note: potency is the fitted concentration of half-maximal effect
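5 nM enzyme, 35 uM ATP, 100 uM galactose, 20 mM HEPES pH8.0, 5 mM MgCl2; 1 h RT; residual ATP by Kinase-Glo Plus luminescence, qHTS format.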
Coupling enz: qHTS Assay for Inhibitors of Fructose-1,6-bisphosphate Aldolase from Giardia Lamblia: Coupling assay counterscreen; coupling enzyme system counterscreen, AmpLite Red fluorescence; activity change, negative = inhibition, % at 58.2 µM, hits read low; 290,000 tested, 0.67% active; in the data active = activity change below about -30%
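Counterscreen lacking aldolase: glyceraldehyde-3-phosphate coupling-enzyme reagent preincubated 10 min at RT with compound (at 57.5 uM final), then substrate/coupling system with AmpLite Red added; fluorescence read at 525/598 nm after 20 min RT.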
PKM2 act: qHTS Assay for Activators of Human Muscle isoform 2 Pyruvate Kinase; Potency, µM (titrated, usually from 57.5 µM), for inactives: at the top dose activation, actives largely listed as activators; 260,000 tested, 0.34% active; Pyruvate kinase PKM (Homo sapiens), P14618; purified PKM2, Kinase-Glo ATP luminescence, activation; response scale: 0% is enzyme alone, no compound; note: potency is the fitted concentration of half-maximal effect; nearly all actives have a fitted effect of over 55% in size
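Purified hPK-M2 (>95%) run at intermediate activity with 0.1 mM ADP and 0.5 mM PEP in 50 mM imidazole pH 7.2, KCl, MgCl2; 1 h room temperature. ATP formed read by Kinase-Glo luminescence; normalized to uninhibited and no-enzyme controls.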
uPA generation: qHTS for Inhibitors of Cell Surface uPA Generation; 330,000 tested, 0.31% active; cell surface uPA generation assay, qHTS; AID 540303, 2011; Potency, µM (top dose mostly 38.3 µM), without a hit: top-dose activity change, negative = inhibition, most hits filed as inhibitors; active = well fitted inhibition curve with a large enough effect; inconclusive = small, poorly fitted or top-dose-only effect; inactive = no such curve, though single readings can be large or run the other way; tested in mouse RAW 264.7 cells; note: potency is the fitted concentration of half-maximal effect; nearly all actives have a fitted effect of over 55% in size
KCNH2 3.1 block: qHTS for Inhibitors of KCHN2 3.1: Mutant qHTS. U2OS KCNH2 3.1, thallium flux FluxOr; hits give low values. AID 720553, 2013. activity change, % (tested at about 1.8 µM). 340,000 tested, 0.95% active;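 active = maximum activity change below -70%; inconclusive = maximum activity change from -70% to -50%; inactive = maximum activity change above -50%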;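 note: thallium influx rate constant from kinetic fluorescence after stimulation buffer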
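We transduce U2OS cells with the mutant 3.1 virus, culture them overnight, load FluxOr with Red40 quencher for 45 min, then add stimulation buffer and read kinetically for 2 min to derive a normalized rate constant.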
hERG WT inh: qHTS for Inhibitors of KCHN2 3.1: Wildtype qHTS. 340,000 tested, 0.37% active. Voltage-gated inwardly rectifying potassium channel KCNH2 (Homo sapiens), Q12809. U2OS, BacMam KCNH2, thallium flux FluxOr; hits give low values. activity change, % at 1.84 µM;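 active = maximum activity change below -70%; inconclusive = maximum activity change between -70% and -50%; inactive = maximum activity change above -50%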
Target sequence (Q12809 whole entry, looked up): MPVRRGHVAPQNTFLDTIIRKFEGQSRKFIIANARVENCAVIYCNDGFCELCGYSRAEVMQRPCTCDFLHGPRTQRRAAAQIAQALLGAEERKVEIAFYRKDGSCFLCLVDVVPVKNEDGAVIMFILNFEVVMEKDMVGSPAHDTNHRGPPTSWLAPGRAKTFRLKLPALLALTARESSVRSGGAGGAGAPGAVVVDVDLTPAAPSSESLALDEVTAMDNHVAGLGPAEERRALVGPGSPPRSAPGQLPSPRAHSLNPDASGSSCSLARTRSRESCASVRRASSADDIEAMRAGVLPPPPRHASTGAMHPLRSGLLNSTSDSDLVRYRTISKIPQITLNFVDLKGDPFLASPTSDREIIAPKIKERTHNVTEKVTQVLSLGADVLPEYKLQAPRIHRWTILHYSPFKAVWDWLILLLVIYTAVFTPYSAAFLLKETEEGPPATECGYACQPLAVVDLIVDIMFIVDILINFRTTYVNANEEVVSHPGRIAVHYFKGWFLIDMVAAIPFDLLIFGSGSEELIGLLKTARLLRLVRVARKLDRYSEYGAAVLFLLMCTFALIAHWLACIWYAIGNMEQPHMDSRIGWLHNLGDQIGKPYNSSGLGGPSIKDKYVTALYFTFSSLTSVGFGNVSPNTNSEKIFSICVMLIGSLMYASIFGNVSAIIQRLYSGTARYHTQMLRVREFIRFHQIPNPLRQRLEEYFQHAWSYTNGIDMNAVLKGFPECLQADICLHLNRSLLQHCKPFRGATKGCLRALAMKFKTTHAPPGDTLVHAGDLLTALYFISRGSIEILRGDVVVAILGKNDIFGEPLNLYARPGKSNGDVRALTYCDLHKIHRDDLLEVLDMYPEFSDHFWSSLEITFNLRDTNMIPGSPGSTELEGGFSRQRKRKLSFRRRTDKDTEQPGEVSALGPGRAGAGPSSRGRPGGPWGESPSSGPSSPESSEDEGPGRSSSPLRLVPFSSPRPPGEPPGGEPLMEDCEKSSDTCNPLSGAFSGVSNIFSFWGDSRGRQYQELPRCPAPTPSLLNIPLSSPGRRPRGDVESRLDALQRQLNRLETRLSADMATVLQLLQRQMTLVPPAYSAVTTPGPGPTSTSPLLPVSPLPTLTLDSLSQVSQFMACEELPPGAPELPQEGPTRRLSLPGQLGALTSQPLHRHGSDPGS
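U2OS cells were transduced with wild-type KCNH2 virus (2.03 x 10^8 / mL) for 4 h at room temperature, then cultured overnight at 37 C. Thallium flux was read with FluxOr dye. Rate constants were normalized to DMSO controls.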
* = called active by the depositor; ? = inconclusive; / = not tested or not shown; [ ] = another dose, or the depositor's remark. Unless noted, calls come from the whole dose curve; as a rule, active = well fitted curve in the direction sought with a large enough effect; inconclusive = small, poorly fitted or top-dose-only effect, or another doubt; inactive = no such curve, though single readings can be large; an effect the other way counts as inactive or inconclusive. Unless noted, % is set by controls: 0 for no effect and ±100 for the full control effect.

SMILES	USP2a inh	BCR signal inh	Eya2 inh	B2AR arrestin	Giardia kill	GALK inh	Coupling enz	PKM2 act	uPA generation	KCNH2 3.1 block	hERG WT inh
COCCN1C(=O)c2oc3ccccc3c(=O)c2C1c1ccc(OC)c(OC)c1 (stereo not given)	2%	0%	-3%	0.2%	?	/	3	-2%	1%	6	-5
O=S(=O)(Cc1noc(-c2ccc(Cl)cc2)n1)Cc1ccco1	0%	-12%	13%	-0.6%	?	/	12	-10%	2%	14	-2
O=C(COC(=O)/C=C/c1ccc(Br)o1)NCCCN1CCCC1=O	0%	0%	1%	-0.1%	-19	-1%	0	8%	3%	-16	-3
COc1cc2ncnc(NCc3cccc(F)c3F)c2cc1OC	1%	0%	8%	-1.1%	-8	-3%	-1	/	-1%	15	2
OC(COc1ccc2ccccc2c1)CN1CCCC1 (stereo not given)	2%	?	-5%	-0.2%	-17	0%	0	0%	4%	7	9
O=C(CN(CCO)c1ccccc1)Nc1cccc(S(=O)(=O)N2CCCC2)c1	3%	-3%	10%	0.1%	-4	7%	0	-1%	4%	22	-5
O=[N+]([O-])c1c(Nc2ccccc2)ccc2nonc12	1%	-1%	7%	-0.2%	-5	0%	-1	-12%	-1%	7	-3
O=C(/C=C/c1ccccc1)N/C(=C/c1ccccc1)C(=O)N1CCCCC1	2%	/	-6%	0.0%	0	1%	2	4%	-3%	-1	9
Cc1ccsc1/C=C1\SC(N)=NC1=O	3%	?	14%	-4.3%	-13	/	-2	-7%	-2%	/	20
C=CCCC(=O)Nc1nc(C)c(-c2csc(Nc3ccc(Cl)cc3Cl)n2)s1	-9%	3%	-1%	-0.5%	?	0%	6	0%	?	-10	-10
S=c1[nH]nc(-c2ccncc2)n1/N=C/c1cn(-c2ccccc2)nc1-c1ccc(Cl)cc1	3%	-2%	-10%	-0.5%	2	-2%	3	?	0%	-5	4
COCCC(=O)N1CCC(C(=O)Nc2ccc(Oc3ccccc3)nc2)CC1	1%	0%	16%	0.5%	-16	9%	2	/	16%	3	5
Cc1nc(N)sc1Cc1ccc2c(c1)OCO2	1%	-9%	24%	-0.7%	-6	9%	-1	-1%	3%	10	-1
CC(C)NC(=S)NC(=O)c1ccc(Cl)cc1Cl	1%	3%	-12%	-0.9%	-19	1%	0	-10%	-3%	-1	2
C/C(=N\NC(=O)c1cccc(S(=O)(=O)N2CCCC2)c1)c1ccco1	1%	0%	9%	-0.2%	-12	0%	1	5%	2%	4	7
COC(=O)c1sc(S(=O)(=O)NCCC(=O)O)c(C(=O)OC)c1C	2%	1%	3%	0.0%	6	3%	12	-3%	6%	0	7
Cc1ccc(N(Cc2cc(=O)[nH]c3ccccc23)C(=O)CCl)cc1	-1%	?	4%	0.5%	-12	/	3	/	?	7	3
O=C(c1ccc(Br)o1)N1CCN(c2ccccc2F)CC1	0%	-3%	-14%	0.1%	-4	3%	1	-1%	0%	2	-4
O=C(CO/N=C/c1c(Cl)cccc1Cl)NNC(=O)c1ccc(Cl)cc1	1%	?	-4%	-0.9%	24	/	12	-2%	2%	3	-1
Cc1cc(NC(=O)C(C)(C)C)no1	-2%	?	8%	0.0%	3	-1%	1	5%	7%	-1	-4
O=C1COc2ccc(-c3n[nH]c(=O)c4ccccc34)cc2N1	1%	-4%	-15%	0.1%	-4	2%	3	-4%	6%	16	3
C=CCn1c(=O)c2ccccc2n2c(SCC(C)=O)nnc12	2%	?	13%	-0.2%	-8	-1%	3	1%	-7%	-6	-5
CCOC(=O)C1CCN(S(=O)(=O)c2ccc3c(c2)NC(=O)C(C)C(=O)N3)CC1 (stereo not given)	0%	0%	2%	-1.0%	11	/	2	-1%	5%	5	-1
Oc1ccc(/C=N/NC2=NCCCCC2)cc1	0%	?	2%	-0.9%	7	3%	1	-5%	-7%	-5	-4
CCn1cc(C(=O)OCC(=O)Nc2ccc(C(C)C)cc2)c(=O)c2ccc(C)nc21	0%	8%	-1%	0.0%	-3	7%	0	-8%	-5%	0	11
CCC(C)CCN1C(N(C)C)=NC[C@@H]1C (stereo not given in full)	1%	-4%	-3%	-0.1%	-7	/	/	/	10%	-1	2
CN1C(=O)CSc2ccc(NC(=O)N3CCN(c4ccccc4)CC3)cc21	-6%	-7%	-3%	-0.3%	18	2%	2	0%	-5%	15	0
COC(=O)c1[nH]c2cc(OC)ccc2c1NC(=O)CN1CCOCC1	-3%	5%	7%	2.9%	/	-2%	3	-18%	/	/	/
CCc1ccc(OCC(O)CN2CCN(CCO)CC2)cc1 (stereo not given)	1%	-1%	8%	0.0%	17	0%	1	0%	-1%	3	11
O=C(Nc1ccc(F)cc1)c1cc(S(=O)(=O)N2CCCCC2)ccc1F	-4%	?	-1%	0.2%	-30	0%	0	/	2%	-3	11

Laid out differently: results already given.
The line under a structure holds: USP2a inh, BCR signal inh, Eya2 inh, B2AR arrestin, Giardia kill, GALK inh, Coupling enz, PKM2 act, uPA generation, KCNH2 3.1 block, hERG WT inh
> Oc1ccc(/C=N/NC2=NCCCCC2)cc1
 : 0%, ?, 2%, -0.9%, 7, 3%, 1, -5%, -7%, -5, -4
> CCn1cc(C(=O)OCC(=O)Nc2ccc(C(C)C)cc2)c(=O)c2ccc(C)nc21
 : 0%, 8%, -1%, 0.0%, -3, 7%, 0, -8%, -5%, 0, 11

Further results:
SMILES	USP2a inh	BCR signal inh	Eya2 inh	B2AR arrestin	Giardia kill	GALK inh	Coupling enz	PKM2 act	uPA generation	KCNH2 3.1 block	hERG WT inh
NS(=O)(=O)c1cccc(NC(=O)c2ccc3nc[nH]c3c2)c1	-1%	-2%	6%	-0.2%	-14	6%	0	/	2%	-8	-9
CCc1nnc(NC(=O)C(CC)c2ccccc2)s1 (stereo not given)	2%	2%	-4%	0.0%	-4	1%	-4	2%	2%	-17	9
CCOC(=O)c1ccc(NC(=O)CN2CCc3ccccc3C2)cc1	1%	?	5%	-1.0%	4	0%	-21	-5%	1%	-10	-9
COc1ccc(NCc2nnc(SCC(=O)Nc3ccccc3)n2C)cc1	3%	0%	-7%	-0.4%	0	4%	-2	-3%	5%	5	15
CCOC(=O)c1cc(NC(=O)N(C(C)C)C(C)C)c(C)nc1C	1%	-9%	-30%	-0.1%	12	0%	3	4%	0%	6	1
Cn1c(=O)c(=O)n(C)c2cc(S(=O)(=O)CCC(=O)NCc3ccccc3)ccc21	1%	?	-8%	-0.8%	-7	/	2	2%	9%	-3	-9
COc1ccc2nc(N(Cc3ccccc3)C(=O)CCNC(C)=O)sc2c1	2%	?	-1%	-0.9%	-12	-6%	/	2%	-8%	14	3
COc1ccc(C)cc1NC(=O)CCc1ccc(S(=O)(=O)N2CCOCC2)cc1	-1%	1%	-6%	0.4%	0	/	/	/	9%	-9	1
COc1ccc(/C=C2\NC(=O)C(C=NCc3ccccc3)=C2O)cc1	2%	0%	2%	1.0%	-7	0%	0	-3%	-1%	2	1
O=C(O)CCCNCc1ccccc1F	0%	-1%	17%	-0.9%	14	-1%	1	0%	-6%	6	8
CSc1oc(-c2ccco2)nc1S(=O)(=O)c1ccc(Br)cc1	0%	1%	-1%	0.0%	13	1%	-1	1%	-13%	-7	-4
CC1(C)Cc2ccccc2-c2nnc(SCC(=O)N3CCN(c4ccccc4)CC3)n21	-1%	-1%	-5%	-0.3%	30[activator]	-1%	3	1%	/	-24	17
O=C(NCc1ccccn1)c1ccco1	1%	5%	-11%	0.1%	-4	-1%	0	-4%	0%	25	-1
COCCNC(=S)Nc1ccc(S(=O)(=O)Nc2cnc3ccccc3n2)cc1	1%	0%	?	-0.2%	3	10%	2	-2%	16%	-11	7
COc1ccc(C(C)=O)cc1CSc1nnc2c(Cl)cc(Cl)cn12	4%	0%	-16%	-0.9%	8	-1%	5	5%	-1%	8	1
CC1CCN(c2nc3ccc(C(=O)N4CCN(Cc5ccccc5)CC4)cc3s2)CC1	-10%	?	-16%	-0.2%	4	4%	6	-1%	-6%	6	2
CS(=O)(=O)c1ccc2nc(NC(=O)c3cccc(Cl)c3)sc2c1	3%	?	7%	-1.0%	-3	5%	3	/	-9%	6	-4
Brc1ccccc1OCCCOc1cccc2cccnc12	1%	?	-16%	0.2%	15	-1%	-6	1%	-6%	-16	-31

Source: PubChem BioAssay (National Center for Advancing Translational Sciences (NCATS))
